# Compound activity (PubChem BioAssay)
# UDG counter: blocks uracil-DNA glycosylase in AID counter-screen. FRET deamination/UDG coupled assay, UDG read, 4 h. Potency, µM (titrated, usually from 115 µM), inactives show top-dose activity change, negative = inhibition, most hits filed as inhibitors. 91,000 compounds, 0.14% hits; further: nearly all actives have a fitted effect of over 65% in size
# AID inhibitor: inhibitors of human activation induced cytidine deaminase; AID deamination FRET fluorescence, UDG-coupled, 4 h; AID 1347428; Potency, µM (series often up to 115 µM), for the others: at the top dose activity change, negative = inhibition, actives largely listed as inhibitors; 91,000 compounds, 0.32% hits; further: nearly all actives have a fitted effect of over 25% in size
# Target sequence (Q9GZX7 whole entry, looked up): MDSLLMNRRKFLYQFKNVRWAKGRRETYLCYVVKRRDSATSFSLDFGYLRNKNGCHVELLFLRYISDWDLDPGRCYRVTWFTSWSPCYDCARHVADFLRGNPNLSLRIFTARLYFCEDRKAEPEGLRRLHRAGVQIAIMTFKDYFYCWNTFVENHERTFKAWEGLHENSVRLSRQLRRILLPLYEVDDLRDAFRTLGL
# The depositor's hits bear a star; ? = inconclusive; & = joins results of further samples; [ ] = another dose, or the depositor's remark. The call rests on the fitted dose curve; in most records, active means well fitted curve in the direction sought with a large enough effect; inconclusive means small, poorly fitted or top-dose-only effect, or another doubt; inactive means no such curve, though single readings can be large; an effect the other way counts as inactive or inconclusive. On the % scale 0 is the no-effect control and ±100 the full control effect; potency means the concentration at half of the fitted maximal effect. This is a subset; count on the stated rates, not on these rows.
SMILES,UDG counter,AID inhibitor
CCOC(=O)c1c(C)n(Cc2ccccc2)c2ccc(OC(C)=O)cc12,2%,-2%
CC(C)c1ccc(O)cc1,8%,1%
CC(=O)OC1CCC2(C=O)[C@H]3CCC4(C)C(C5=CC(=O)OC5)CCC4(O)[C@@H]3CCC2(O)C1 (stereo partly drawn),-1%,6%
Cc1cc(OCC(=O)N2CCN(CCc3ccccn3)CC2)cc(C)c1Cl,2%[57.5 µM],25%[57.5 µM]
C#C[C@@H]1CC2C3CCC4=CC(=O)CCC4C3CCC2(CC)C1O (stereo partly drawn),-11%,-14%
O=C(Cc1n[nH]c(=O)c2ccccc12)N1CCN(Cc2cccc3ccccc23)CC1,3%,-1%
O=C1CC(c2ccc(F)cc2)c2c(c3ccccc3oc2=O)O1 (stereo not drawn),10%,10%
CCc1ccc(OCC(=O)N2CCN(CCc3ccncc3)CC2)cc1,-1%,29%
Cc1nc(N2CCNCC2)c(C#N)c2c1CCCC2,5%,4%
COc1ccc(NC(=O)c2sc3nc4c(cc3c2N)N2CCC4CC2)cc1OC,-4%,9%
C1CCN(c2nc(N/N=C3\CN4CCC3CC4)nc(N3CCCCC3)n2)CC1,-1%,-1%
COCCN1CCC(O)C2CCCCC21 (stereo not drawn),0%,0%
Cn1c(=O)n(C)c2cc(CNCCc3ccc(F)cc3)ccc21,6%,15%
N[n+]1cn[nH]c1,-9%,4%
O=C(O)c1nn(Cc2ccc(Cl)cc2Cl)c2ccccc12,11%,-16%
COC(=O)c1c(C)n(Cc2ccccc2)c2ccc(O)cc12,-23%,-12%
COc1ccc(OC)c(NC(=O)Cn2cc(C(=O)c3ccccc3F)c3ccccc32)c1,-13%,?
COc1ccccc1C(C#N)C(C)=O (stereo not drawn),12%,2%
COc1ccccc1N1C(=O)NC(=O)C2(Cc3cc(C)ccc3N(C)C2)C1=O (stereo not drawn),0%,-2%
CC(=O)OC1CC(OC2C(O)CC(OC3C(O)CC(OC4CC(O)C5(C)C(CC[C@@H]6[C@@H]5CCC5(C)C(C7=CC(=O)OC7)CCC65O)C4)OC3C)OC2C)OC(C)C1O (stereo partly drawn),13%,4%

# Filtered by structure: those above containing an NH in an aromatic ring (two)
SMILES,UDG counter,AID inhibitor
O=C(Cc1n[nH]c(=O)c2ccccc12)N1CCN(Cc2cccc3ccccc23)CC1,3%,-1%
N[n+]1cn[nH]c1,-9%,4%

# New compounds follow
SMILES,UDG counter,AID inhibitor
Cc1cc(C)cc(N2C(=O)NC(=O)C3(Cc4cc(C)ccc4N(C)C3)C2=O)c1 (stereo not drawn),4%,5%
N#Cc1cc2c(nc1SCC(=O)Nc1ccc(C(F)(F)F)cc1)C1CCN2CC1,11%,6%
CCCCNC(=O)CN1CC=C(c2ccc(O)cc2)CC1,-5%,-2%
CC(C)[C@@]1(NC(=O)[C@@H]2C[C@@H]3c4cccc5[nH]cc(c45)C[C@H]3N(C)C2)O[C@@]2(O)[C@@H]3CCCN3C(=O)[C@H](Cc3ccccc3)N2C1=O,-22%,-4%
C=CCN1CCN(C(=O)Cc2ccc(Br)cc2)CC1,8%,2%
CCC(N)Cc1c[nH]c2ccccc12 (stereo not drawn),2%,-2%
Cc1cc(C)nc(SC(Cl)(Cl)Cl)n1,-8%,8%
COc1cc(N2C(=O)NC(=O)C3(Cc4cc(C)ccc4N(C)C3)C2=O)cc(OC)c1OC (stereo not drawn),-1%,5%
O=C(COc1ccc(Cl)cc1)Nc1ccc(Cl)cc1C(=O)c1ccccc1,-8%[57.5 µM],-1%
COc1cccc(CNCCc2ccc(F)cc2)c1,-12%,-8%
CN1CCN(c2ccc(NC=C(C#N)C#N)cc2)CC1,-10%,7%
FC(F)CN1CCNCC1,2%,18%
CCn1cnc2c(Nc3cccc(Cl)c3)nc(N[C@@H]3CCCC[C@@H]3N)nc21,-4%,-28%
C[N+](C)(Cc1ccccc1)CC(Br)CBr (stereo not drawn),8%,5%
COc1ccc(F)c(CNCCc2c(C)[nH]c3ccc(OC)cc23)c1,0%,5%
Cc1cccc(Cn2cccc(C(=O)Nc3ccc4c(c3)OCCO4)c2=O)c1,?,-17%
COc1cccc(CCNCc2ccc(Br)cc2)c1,-7%,-11%
Cc1cccc(Cn2cccc(C(=O)Nc3nnc(C)s3)c2=O)c1,?,11%
CCCN(CCC)[C@H]1CCc2c(F)ccc(O)c2C1,-4%,11%
COc1ccc(NC(=O)CN2C(=O)C(C)N=C(c3ccccc3F)c3cc(Cl)ccc32)c(OC)c1 (stereo not drawn),-4%[57.5 µM],-21%
N/C(=N\N=C\c1ccco1)N[N+](=O)[O-],2%,13%
Clc1cnc(Oc2ccc(Oc3ncc(Cl)cc3Cl)cc2)c(Cl)c1,0%,-6%
N#CC1=C(N)Oc2nc(SCc3ccccc3)nc(N)c2C1c1ccccc1F (stereo not drawn),15%,-8%
CCCCc1ccc(C(=O)O)nc1,7%,-2%
Cc1sc2ccccc2c1CC1=NCCN1,0%,8%
CCCC[N+]1(C)C2CC(OC(=O)[C@H](CO)c3ccccc3)CC1C1OC12 (stereo partly drawn),1%,1%
N#Cc1cc2c(cc1-c1ccc3c(c1)OCCO3)OCCO2,-7%,-12%
Cc1ccc(CNCCc2ccccc2)s1,2%,-3%
CC(Oc1ccc(Cl)cc1)C(=O)O (stereo not drawn),0%,2%
Cc1ccccc1-n1c(/C=C/c2ccccc2F)nc2ccccc2c1=O,-11%,-9%
CCS(=O)(=O)Nc1cccc(C(=C2CCCCC2)c2cnc[nH]2)c1,-7%,-6%
CCCNC(=O)NC(=O)CCl,0%,-3%
CCCOc1ccc(CCN)cc1,-5%,5%
O=C(CSC1c2ccccc2Sc2ccccc21)Nc1ccc(C(=O)O)cc1,13%,-18%
NCCc1ccc(O)cc1,4%&4%,3%&-3%
Cc1[nH]nc2c1C(c1ccc(-c3ccc(F)cc3)o1)SCC(=O)N2 (stereo not drawn),-6%,-3%
c1ccc2c(c1)OCC(C1=NCCN1)O2 (stereo not drawn),-2%,-15%
CCCN1CCC[C@H](c2cccc(O)c2)C1,-2%,0%
O=C(Cc1n[nH]c(=O)c2ccccc12)N1CCN(CC(F)(F)F)CC1,-10%,-19%
CN(C(=O)CCl)C1CCCCC1,7%,-1%

# A run of entries from the list above, for reference:
SMILES,UDG counter,AID inhibitor
COc1cccc(CNCCc2ccc(F)cc2)c1,-12%,-8%
CN1CCN(c2ccc(NC=C(C#N)C#N)cc2)CC1,-10%,7%
FC(F)CN1CCNCC1,2%,18%
CCn1cnc2c(Nc3cccc(Cl)c3)nc(N[C@@H]3CCCC[C@@H]3N)nc21,-4%,-28%
C[N+](C)(Cc1ccccc1)CC(Br)CBr (stereo not drawn),8%,5%
COc1ccc(F)c(CNCCc2c(C)[nH]c3ccc(OC)cc23)c1,0%,5%
Cc1cccc(Cn2cccc(C(=O)Nc3ccc4c(c3)OCCO4)c2=O)c1,?,-17%
COc1cccc(CCNCc2ccc(Br)cc2)c1,-7%,-11%
Cc1cccc(Cn2cccc(C(=O)Nc3nnc(C)s3)c2=O)c1,?,11%
CCCN(CCC)[C@H]1CCc2c(F)ccc(O)c2C1,-4%,11%
COc1ccc(NC(=O)CN2C(=O)C(C)N=C(c3ccccc3F)c3cc(Cl)ccc32)c(OC)c1 (stereo not drawn),-4%[57.5 µM],-21%
N/C(=N\N=C\c1ccco1)N[N+](=O)[O-],2%,13%
Clc1cnc(Oc2ccc(Oc3ncc(Cl)cc3Cl)cc2)c(Cl)c1,0%,-6%
N#CC1=C(N)Oc2nc(SCc3ccccc3)nc(N)c2C1c1ccccc1F (stereo not drawn),15%,-8%
CCCCc1ccc(C(=O)O)nc1,7%,-2%
Cc1sc2ccccc2c1CC1=NCCN1,0%,8%
CCCC[N+]1(C)C2CC(OC(=O)[C@H](CO)c3ccccc3)CC1C1OC12 (stereo partly drawn),1%,1%
N#Cc1cc2c(cc1-c1ccc3c(c1)OCCO3)OCCO2,-7%,-12%
Cc1ccc(CNCCc2ccccc2)s1,2%,-3%
CC(Oc1ccc(Cl)cc1)C(=O)O (stereo not drawn),0%,2%
Cc1ccccc1-n1c(/C=C/c2ccccc2F)nc2ccccc2c1=O,-11%,-9%
CCS(=O)(=O)Nc1cccc(C(=C2CCCCC2)c2cnc[nH]2)c1,-7%,-6%
CCCNC(=O)NC(=O)CCl,0%,-3%
CCCOc1ccc(CCN)cc1,-5%,5%
O=C(CSC1c2ccccc2Sc2ccccc21)Nc1ccc(C(=O)O)cc1,13%,-18%
NCCc1ccc(O)cc1,4%&4%,3%&-3%
Cc1[nH]nc2c1C(c1ccc(-c3ccc(F)cc3)o1)SCC(=O)N2 (stereo not drawn),-6%,-3%
c1ccc2c(c1)OCC(C1=NCCN1)O2 (stereo not drawn),-2%,-15%
CCCN1CCC[C@H](c2cccc(O)c2)C1,-2%,0%
O=C(Cc1n[nH]c(=O)c2ccccc12)N1CCN(CC(F)(F)F)CC1,-10%,-19%
CN(C(=O)CCl)C1CCCCC1,7%,-1%

# Next entries follow.
SMILES,UDG counter,AID inhibitor
O=C(NC1CCSC1=O)c1ccco1 (stereo not drawn),9%,-5%
CC(C)(c1ccccc1)c1ccc(O)c(C(C)(C)c2ccccc2)c1,-12%,-19%
O=C(NC1CCSC1=O)c1cccs1 (stereo not drawn),2%,4%
Cc1ccc(OCC(=O)N2CCN(CCc3ccncc3)CC2)cc1,-1%,1%
CCN1C(=O)C(O)(C(F)(F)F)c2cc(C(O)(C(=O)OC)C(F)(F)F)ccc21 (stereo not drawn),-3%,-2%
CC(=O)[C@H]1CC[C@H]2[C@@H]3CC[C@H]4C[C@H](O)CC[C@]4(C)[C@H]3C(=O)C[C@]12C,4%,-3%
